# Mdm2 MdmX PPI: disrupts the human Mdm2-MdmX interaction; SaOS-2 split-luciferase Mdm2/MdmX complementation, luminescence; inhibition, % at 8 µM; 330,000 tested, 3% active; AID 485346;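 active = inhibition of at least 50% at 8 µM in the primary screen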
# TIM10 inh: growth inhibitors of TIM10 yeast strain. S. cerevisiae TIM10 strain growth, BacTiter-Glo luminescence, 24 h. inhibition, % at 10 µM. 330,000 tested, 1.4% active;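 active = inhibition of 40% or more at the single tested concentration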;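 also: wild-type TIM10 isogenic control strain grown at permissive 25 °C; 0% = DMSO yeast wells and 100% = minimal medium wells without yeast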
# tim23-1 inh: tim23-1 yeast growth inhibition. S. cerevisiae tim23-1 growth, BacTiter-Glo luminescence, 24 h. inhibition, % at 20 µM. 330,000 tested, 1.3% active;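 active = growth inhibition of the mutant yeast at or above 50%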;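 also: temperature-sensitive mutant grown at 25 °C; plate controls were DMSO-treated mutant yeast for no effect and medium wells lacking yeast for full effect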
# CXCR6 block: inhibitors of human CXCR6 receptor | 360,000 tested, 0.36% active | O00574 | CHO-K1 PathHunter CXCR6 beta-arrestin, luminescence | inhibition, % at 20 µM; in the data active = inhibition above about 34%, passing the limit was not always enough;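 also: antagonist mode with CXCL16 agonist at 10 nM final; 0% = 10 nM CXCL16 with DMSO and 100% = unstimulated wells without agonist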
# Target sequence (O00574 whole entry, looked up): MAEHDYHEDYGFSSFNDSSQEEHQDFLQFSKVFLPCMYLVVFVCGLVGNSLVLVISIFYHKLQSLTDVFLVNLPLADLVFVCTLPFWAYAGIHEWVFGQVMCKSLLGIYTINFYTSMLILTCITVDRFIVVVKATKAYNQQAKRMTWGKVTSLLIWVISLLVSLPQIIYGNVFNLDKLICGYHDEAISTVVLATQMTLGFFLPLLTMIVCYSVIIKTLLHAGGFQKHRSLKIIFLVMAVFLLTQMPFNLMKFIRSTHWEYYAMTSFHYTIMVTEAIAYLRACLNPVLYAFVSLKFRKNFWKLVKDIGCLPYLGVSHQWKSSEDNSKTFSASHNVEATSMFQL
# APJ antagonist: blocks the human apelin receptor APJ; P35414; CHO-K1 APJ beta-arrestin complementation, luminescence; inhibition, % at 20 µM; 330,000 tested, 0.32% active;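 active = inhibition above about 40% at 20 µM, limit read from the data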;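 also: cells challenged with 10 nM apelin-13 agonist together with compound; plate controls were apelin-13 plus DMSO wells for no effect and DMSO wells lacking apelin-13 for full effect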
# Target sequence (P35414 whole entry, looked up): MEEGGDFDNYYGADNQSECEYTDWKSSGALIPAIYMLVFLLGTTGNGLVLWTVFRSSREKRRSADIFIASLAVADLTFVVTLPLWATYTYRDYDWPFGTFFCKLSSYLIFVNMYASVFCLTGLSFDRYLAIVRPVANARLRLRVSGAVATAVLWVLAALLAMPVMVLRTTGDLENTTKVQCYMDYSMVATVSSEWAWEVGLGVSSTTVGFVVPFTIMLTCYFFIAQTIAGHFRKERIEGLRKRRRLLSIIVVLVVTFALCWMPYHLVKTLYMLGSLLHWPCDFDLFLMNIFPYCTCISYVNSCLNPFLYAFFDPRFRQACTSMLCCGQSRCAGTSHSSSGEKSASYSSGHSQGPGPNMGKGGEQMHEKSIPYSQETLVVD
# UPR XBP1 act: activators of adaptive arm of unfolded protein response (XBP1); CHO-XBP1 luciferase reporter, IRE1-XBP1 UPR activation, luminescence; percent of tunicamycin response, DMSO as zero; activation, % at 20 µM; 330,000 tested, 0.33% active;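 active = versus positive control, 20 µM dose yields 30% or more activation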;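 also: 100% = tunicamycin at 10 µg/mL and 0% = DMSO only wells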
#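 Material – CHO cell line with stable XBP1 luciferase reporter · Buffer or medium – F12 plus 10% FBS · Compound – single point, 20 µM final compound, 1% DMSO · Schedule – 16-18 h cell attachment at 37 °C, then 6 h compound exposure · Signal – Steady-Glo luminescence read · Benchmarks – high control tunicamycin 10 µg/mL final, low control DMSO vehicle only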
# UPR CHOP act: activators of apoptotic arm of unfolded protein response (CHOP); activation, % at 10 µM; 330,000 tested, 0.34% active; CHO-CHOP luciferase reporter, UPR activation, luminescence; percent of tunicamycin response over DMSO baseline;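 active = at 10 µM dose, activation of 40% or more, normalized to positive control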;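 also: 100% = tunicamycin at 10 µg/mL and 0% = DMSO alone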
#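 measured by = luciferase luminescence | assay system = CHO-CHOP cells, stable luciferase reporter of PERK-eIF2a-CHOP signalling | amount = 500 reporter cells seeded per well | timing = 6 h compound exposure at 37 °C after overnight seeding | controls = positive tunicamycin 10 µg/mL, negative DMSO alone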
# tim10-1 inh: inhibits growth of tim10-1 mutant yeast. inhibition, % at 20 µM. S. cerevisiae tim10-1 ts strain growth, BacTiter-Glo, 24 h. 330,000 tested, 2.2% active;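 active = inhibition of at least 40%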;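 also: mutant grown at 25 °C; 0% = DMSO wells with yeast and 100% = wells holding no yeast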
# APJ agonist: APJ receptor agonism; P35414; CHO-K1 APJ PathHunter beta-arrestin, luminescence; 0% DMSO wells, 100% apelin; activation, % at 20 µM; 330,000 tested, 0.11% active; AID 2520;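 active = activation more than six SD over the plate average, tested at 20 µM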;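 also: 0% = DMSO alone and 100% = apelin-13 at 10 nM; some results filed as inactive read as strong as hits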
#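 Assay system: CHO-K1 APJ beta-arrestin complementation cell line / Compound: single test compound dose, 20 µM final, 1% DMSO / Times: overnight seeding, 90 min compound at 25 °C, 1 h detection / Technique: beta-gal luminescence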
# * marks the source's active call; other numbers are inactive results; · = not tested or not shown.
SMILES,Mdm2 MdmX PPI,TIM10 inh,tim23-1 inh,CXCR6 block,APJ antagonist,UPR XBP1 act,UPR CHOP act,tim10-1 inh,APJ agonist
CC(=O)OCc1nc2sc3c(c2c(=O)[nH]1)CCCC3,-23,1,-2,-5,11,0,1.4,18,3
COc1ccc(N(CC(=O)NCC2CCCO2)S(=O)(=O)c2ccccc2)cc1OC (stereo unspecified),20,0,11,0,-1,-1,1.3,-4,2
COc1ccc(N2CCN(C3CCCN(Cc4cccc(OC)c4)C3)CC2)cc1 (stereo unspecified),-4,-14,-20,-11,15,-4,3.8,-7,-3
COC(C(=O)Nc1cccc([N+](=O)[O-])c1)c1ccccc1 (stereo unspecified),8,-5,18,1,18,3,-2.8,17,-3
COc1ccc(-c2oc3ccc(-c4cc(OC)c(OC)c(OC)c4)cc3c2C#Cc2ccccn2)cc1,85*,3,2,-8,0,-1,3.7,5,2
COc1cccc(Nc2nc(CN3CCOCC3)nc3sc4c(c23)CCCC4)c1,32,21,33,4,1,-4,-1.0,31,0
O=C(NCc1ccco1)/C(=C/c1ccc([N+](=O)[O-])cc1)NC(=O)c1ccco1,-20,5,-6,3,30,-3,-0.2,-9,2
c1c2c(cc3sc(N4CCOCC4)nc13)OCCO2,36,2,17,-12,8,-5,-7.7,21,7
O=C(CN1CCN(c2ccc(F)cc2)CC1)N1CCC(Cc2ccccc2)CC1,-13,-11,-82,-3,11,-2,-2.3,-3,0
COc1cc(OC)cc(-c2nnc(NC(=O)Cc3ccc(F)cc3)o2)c1,34,-3,9,10,16,-3,0.1,9,-4
CN(Cc1ccccc1)S(=O)(=O)c1ccc(Cl)c(C(=O)NCc2cccnc2)c1,28,-11,-5,-5,-1,0,0.3,-8,2
O=C(NC(=S)Nn1cnnc1)c1ccccc1Cl,14,-3,8,16,5,-6,-0.8,-3,-4
CCc1ccc(/C=C2/C(=O)N(C)C(=S)N2CC(=O)OC)s1,17,39,46,4,15,-1,-1.4,43*,-3
COc1cc(/C=C(\C#N)c2nc3ccccc3[nH]2)ccc1OC(=O)c1ccco1,-24,25,5,-3,6,17,6.8,8,3
CCCN1C2CCCC1CC(NC(=O)c1ccc(C(C)(C)C)cc1)C2 (stereo unspecified),-15,-6,-16,-2,10,-2,0.8,-7,-2
COC(=O)CCN(C(=O)c1cc([N+](=O)[O-])cc([N+](=O)[O-])c1)c1ccccn1,-17,15,23,-16,-71,-1,0.4,11,2
CNC(=O)c1ccsc1NC(=O)CCS(=O)(=O)c1ccc(C)cc1,9,3,20,4,2,-1,-0.6,12,-3
COc1ccc(C(C)=O)cc1CSCCC#N,19,0,-4,0,6,-8,-2.6,-9,-1
Cc1ccc(-c2csc(NC(=O)c3cccs3)n2)cc1,-54,-20,13,-6,-16,14,8.4,-15,1
CSc1nnc2c(n1)OC(c1cn(C)c3ccccc13)N(C(C)=O)c1ccccc1-2 (stereo unspecified),8,9,-12,·,33,1,-0.3,3,1
O=c1cc(-c2ccc(O)cc2)oc2cc(O)cc(O)c12,-25,8,5,-4,14,-6,4.1,0,-4
Cc1nc2ccccc2c2oc(C(=O)N3CCc4ccccc4C3)cc12,8,18,43,-6,-70,3,1.3,34,1
c1cc(-n2nnc3cnccc32)ccn1,22,9,-25,-5,12,0,1.1,-17,-1
O=C(NCC1CCCO1)C(=O)N/N=C/c1cccc(Cl)c1 (stereo unspecified),-12,14,25,0,-14,3,-0.2,19,-2
O=C(Cn1ncc2c3ccccc3n(Cc3ccccc3F)c2c1=O)NCC1CCCO1 (stereo unspecified),15,3,3,-1,-10,-9,1.3,2,4
Cn1c(N)c(C(=O)COC(=O)CC(NC(N)=O)c2ccc(Cl)cc2)c(=O)n(C)c1=O (stereo unspecified),20,7,21,-8,1,-3,-0.1,2,-1
O=C(O)c1cccc(S(=O)(=O)N2CCOCC2)c1,-1,-3,6,0,-4,-3,-0.6,-2,-4
CC(C)c1nc(-c2ccccc2)c(-c2ccccc2)[nH]1,7,9,15,-5,8,-1,0.3,10,-1
COC(=O)CN1C(=O)C(O)(CC(=O)c2ccc(Cl)cc2)c2ccccc21 (stereo unspecified),-14,9,1,1,-1,-3,1.5,22,-6
O=C(CSc1ccc2nnc(-c3ccccc3)n2n1)N1CCCc2ccccc21,8,8,18,2,13,0,0.7,-1,0
CCc1ccc(N/C(SCc2cccc(F)c2)=C(/C#N)C(=O)NCc2ccco2)cc1,-18,14,20,6,-11,1,1.8,11,-6
COCCCn1c(=S)[nH]c2ncccc2c1=O,16,-5,9,-1,-5,1,0.6,7,5
CC1C/C(=N\NC(=O)c2ccc([N+](=O)[O-])cc2)CC(C)(C)C1 (stereo unspecified),13,-1,22,4,-20,-3,2.9,-3,1
Cc1ccc(Sc2cc(C(=O)c3ccccc3C(=O)O)ccc2[N+](=O)[O-])cc1,-17,14,15,2,19,-3,1.8,0,-5
O=C(CCN1C(=O)c2ccccc2C1=O)C1=NN[C@@H]2C(=O)N(c3ccc4c(c3)OCO4)C(=O)[C@H]12,-16,6,-6,3,9,2,1.5,7,-1
C=CCn1c(SCC(=O)N(C)c2c(N)n(Cc3ccccc3)c(=O)[nH]c2=O)nnc1-c1ccccc1OC,14,13,-3,-7,-18,-2,0.9,-5,-2

# Reprinted from the results shown, seven compounds:
SMILES,Mdm2 MdmX PPI,TIM10 inh,tim23-1 inh,CXCR6 block,APJ antagonist,UPR XBP1 act,UPR CHOP act,tim10-1 inh,APJ agonist
CSc1nnc2c(n1)OC(c1cn(C)c3ccccc13)N(C(C)=O)c1ccccc1-2 (stereo unspecified),8,9,-12,·,33,1,-0.3,3,1
O=c1cc(-c2ccc(O)cc2)oc2cc(O)cc(O)c12,-25,8,5,-4,14,-6,4.1,0,-4
Cc1nc2ccccc2c2oc(C(=O)N3CCc4ccccc4C3)cc12,8,18,43,-6,-70,3,1.3,34,1
c1cc(-n2nnc3cnccc32)ccn1,22,9,-25,-5,12,0,1.1,-17,-1
O=C(NCC1CCCO1)C(=O)N/N=C/c1cccc(Cl)c1 (stereo unspecified),-12,14,25,0,-14,3,-0.2,19,-2
O=C(Cn1ncc2c3ccccc3n(Cc3ccccc3F)c2c1=O)NCC1CCCO1 (stereo unspecified),15,3,3,-1,-10,-9,1.3,2,4
Cn1c(N)c(C(=O)COC(=O)CC(NC(N)=O)c2ccc(Cl)cc2)c(=O)n(C)c1=O (stereo unspecified),20,7,21,-8,1,-3,-0.1,2,-1

# Continued:
SMILES,Mdm2 MdmX PPI,TIM10 inh,tim23-1 inh,CXCR6 block,APJ antagonist,UPR XBP1 act,UPR CHOP act,tim10-1 inh,APJ agonist
O=C(O)/C(=C/c1ccco1)c1ccccc1,5,-3,0,·,-19,-4,-1.3,7,0
COc1ccc(Cl)cc1C(=O)NC(=S)Nc1nc(C)cc(C)n1,2,25,24,7,19,3,0.0,29,-2
Cc1ccc(-n2c(SCC(=O)NNC(=S)Nc3ccccc3)nc3ccccc3c2=O)cc1,-17,16,24,-5,13,0,-0.2,21,-4
COc1ccc(/C=N/Nc2nc(Nc3ccccc3)nc(N3CCCC3)n2)cc1[N+](=O)[O-],97*,8,0,-10,2,13,39,-8,-1
CCSc1ccccc1C(=O)NCc1cccnc1,14,2,4,-1,-12,-3,-1.3,1,-2
Cc1cc(=O)oc2cc(OC(C)C(=O)N3CCOCC3)ccc12 (stereo unspecified),12,-4,13,-6,3,0,-1.1,8,-3
CN(C)S(=O)(=O)c1cc(NC(=O)COC(=O)Cc2cccc3ccccc23)ccc1Cl,8,12,16,-19,-7,-2,-0.6,24,0
Cc1sc(NC(=O)CSc2nc(N)n(CC(=O)c3ccccc3)n2)c(C#N)c1C,-7,22,38,0,12,0,0.1,15,2
CCOC(=O)c1c(NCc2ccccc2)n[nH]c1C,1,9,11,2,-7,-1,-1.0,7,-1
Cc1ccc2nc(-c3cccnc3)c(Nc3ccccc3C)n2c1,20,-13,-12,6,9,1,-0.6,-13,-6
O=C(O)C(Cc1c[nH]c2ccccc12)N1CCS(=O)(=O)CC1 (stereo unspecified),14,24,-5,5,-3,-3,-1.7,-5,-3
O=c1c2cn[nH]c2nc(SCc2c(F)cccc2F)n1-c1ccc(Cl)cc1,21,18,52*,5,4,3,-2.4,19,-2

# Next part (two carried over from the part before).
SMILES,Mdm2 MdmX PPI,TIM10 inh,tim23-1 inh,CXCR6 block,APJ antagonist,UPR XBP1 act,UPR CHOP act,tim10-1 inh,APJ agonist
O=C(O)C(Cc1c[nH]c2ccccc12)N1CCS(=O)(=O)CC1 (stereo unspecified),14,24,-5,5,-3,-3,-1.7,-5,-3
O=c1c2cn[nH]c2nc(SCc2c(F)cccc2F)n1-c1ccc(Cl)cc1,21,18,52*,5,4,3,-2.4,19,-2
CN(Cc1ccc(Cl)cc1)C(=O)CCl,36,-16,0,-2,6,-8,5.7,-13,1
O=C(CSc1nnnn1-c1ccc(Cl)cc1)N1CCNC1=O,-5,-2,14,4,11,0,-0.4,12,-4
COCc1[nH]nc2c1C(c1c(F)cccc1Cl)C(C#N)=C(N)O2 (stereo unspecified),19,-5,8,-7,10,-2,-0.2,11,-5
COCCCNC(=O)C12CCC(C)(C(=O)C1)C2(C)C (stereo unspecified),-10,-2,19,11,11,-2,-2.7,11,6
COc1ccc(NC(=O)Cn2c(C)cc(=O)c3ccccc32)cc1,35,15,6,-12,0,-1,-0.6,12,-1

# From PubChem

# Only part of the results is shown; count on the stated rates, not on these rows.
